# Screening data as filed in PubChem BioAssay.
# Nrf2 block: inhibitors of Nrf2 signaling; A549 ARE-Fluc reporter, luciferase luminescence, 18-24 h; Potency, µM (highest dose often 46 µM), for the others: top-dose activity change, negative = inhibition, actives largely listed as inhibitors; 360,000 tested, 2.1% active; further: potency means the concentration at half of the fitted maximal effect; on the % scale 0 is the no-effect control and ±100 the full control effect; nearly all actives have a fitted effect of over 60% in size
#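 A549 ARE_Fluc cells (5000/well, 5% FBS OPTI-MEM) pre-incubated 2 h, then treated with compounds 18-24 h at 37C/5% CO2 in concentration-response. CellTiter-Fluor viability read first; BugLite luciferase luminescence after 15 min at room temperature gives Nrf2 activity.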
# CCT chaperon mod: modulators of cytosolic chaperonin (CCT/TRiC) activity | purified chaperonin ATPase assay, HTRF ADP detection, 30 min | activity change, % (no concentration beside the values), hits read low | 360,000 tested, 0.3% active; in the data active means activity change below about -30%; further: on the % scale 0 is the no-effect control and ±100 the full control effect
#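 TRiC (40 or 20 nM final, by batch activity) in 30 mM Tris pH 7.4, 100 mM KCl, 5 mM MgCl2, 1 mM DTT was treated with compound at 76 uM single dose, then 10 uM ATP, 30 min at 37 °C. ADP was read by HTRF Transcreener.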
# Akt phos inh: inhibitors of Akt phosphorylation. Neuro2A IGF-stimulated pAkt S473 HTRF, 20 min; active compounds read low. activity change, % for hits at 50 µM. 360,000 tested, 0.32% active; in the data active means activity change below about -80%; inconclusive means mostly about -51% to -80%; further: on the % scale 0 is the no-effect control and ±100 the full control effect
#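 Single-point screen (50 µM final compound) in Neuro2A cells stimulated 20 min with 6 nM IGF at 37 deg C. After lysis, Ser473-phosphorylated Akt read by HTRF (ex 330 nm, em 615/665 nm) as the 665/615 ratio.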
# Abeta rescue: A-beta toxicity reversal in yeast; yeast expressing A-beta42, growth rescue, OD600, 48 h; response scale: 0% DMSO, 100% iron-clioquinol control; 410,000 tested, 0.063% active; Potency, µM (highest dose often 46.1 µM), without a hit: at the top dose growth rescue, hits mostly activators; further: potency means the concentration at half of the fitted maximal effect; nearly all actives have a fitted effect of over 55% in size
#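 Yeast growth medium received pinned compounds, then yeast cells expressing toxic A-beta were added; plates incubated at 30 C for 48 hr. Growth read as absorbance at 600 nm, normalized to DMSO and equimolar FeCl3 plus clioquinol controls.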
# TGFb inhibitor: TGF-b pathway inhibition; HepG2 CAGA-GFP TGF-b/SMAD3 reporter, GFP fluorescence, 18 h; TGF-beta stimulated, 500 pg/mL final; Potency, µM (titrated, usually from 46.1 µM), for inactives: top-dose activity, negative = inhibition, actives largely listed as inhibitors; 410,000 tested, 1.2% active; further: potency means the concentration at half of the fitted maximal effect; on the % scale 0 is the no-effect control and ±100 the full control effect; nearly all actives have a fitted effect of over 65% in size
#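 TGF-beta reporter screen: HEPG2 CAGA-GFP, 1% FBS, 500 pg/mL TGF-beta final, 18 h; per-cell GFP summed per well; curves fitted and categorized by class.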
# HepG2 tox: kills HepG2 cells in TGF-b inhibitor counter-screen; Potency, µM (top dose mostly 46.1 µM), for inactives: top-dose activity change, negative = cytotoxicity, most hits filed as cytotoxic; 410,000 tested, 0.76% active; HepG2 CAGA-GFP viability, ATP luminescence, 18 h; further: potency means the concentration at half of the fitted maximal effect; some results filed as inactive show a strong effect at the top dose
#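 HepG2 CAGA-GFP cells (1000/well, DMEM with 1% FBS) received compound, then TGF-beta at 500 pg/mL final, and were incubated 18 hours at 37 degrees C. Viability was read by CellTiter-Glo luminescence. Media-only wells were set as complete cell-killing and DMSO as no toxicity.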
# A549 tox: counter-screen for Nrf2 inhibitors: cytotoxicity in A549 cells | A549 ARE-Fluc cells, CellTiter-Fluor viability, 18-24 h | Potency, µM (doses to about 46 µM), without a hit: top-dose activity change, negative = cytotoxicity, hits mostly inhibitors | 390,000 tested, 0.16% active | AID 504648; further: potency means the concentration at half of the fitted maximal effect; on the % scale 0 is the no-effect control and ±100 the full control effect
#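 A549 ARE-Fluc cells in 5% FBS OPTI-MEM, 5000 cells/well, rested 2 h then exposed to compounds in concentration-response for 18-24 h at 37 °C. Viability by CellTiter-Fluor fluorescence (Ex 405/Em 525) after 30 min; luciferase luminescence (BugLite, 15 min, RT) read afterwards.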
# Mm-Cpn inhibitor: M. maripaludis TRiC chaperonin inhibition; purified Mm-Cpn ATPase, ADP Transcreener TR-FRET; Potency, µM (top dose mostly 76.9 µM), for inactives: top-dose activity, negative = inhibition, usual class: inhibitors; 330,000 tested, 0.031% active; AID 504842; further: potency means the concentration at half of the fitted maximal effect; on the % scale 0 is the no-effect control and ±100 the full control effect; nearly all actives have a fitted effect of over 80% in size
#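 Compound-treated chaperonin, 25 nM final, turns over 10 uM ATP at 37°C for 30 min following a 10 min preincubation; ADP generated competes with ADP-d2 for Eu-cryptate antibody, lowering FRET.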
# Nrf2 activator: Nrf2 pathway activation; AREc32 ARE-luciferase reporter (MCF7-derived line), luminescence, 24 h; Potency, µM (doses to about 46.1 µM), for the others: at the top dose activation, hits mostly activators; 410,000 tested, 0.31% active; AID 624171; further: potency means the concentration at half of the fitted maximal effect; % of control where 0% means no effect; nearly all actives have a fitted effect of over 65% in size
#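 Nrf2 activation is followed as ARE-luciferase induction in the AREc32 line after one day of compound treatment; luminescence is read with Steady-Glo.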
# * marks the source's active call; other numbers are inactive results; i = inactive; ? = inconclusive; / = not tested or not shown. Unless noted, the call rests on the fitted dose curve; in most records, active means well fitted curve in the direction sought with a large enough effect; inconclusive means small, poorly fitted or top-dose-only effect, or another doubt; inactive means no such curve, though single readings can be large; an effect the other way counts as inactive or inconclusive. Not a hit list, and some 4.3% of all compounds hit somewhere here.
# Short forms: A = Nrf2 block; B = CCT chaperon mod; C = Akt phos inh; D = Abeta rescue; E = TGFb inhibitor; F = HepG2 tox; G = A549 tox; H = Mm-Cpn inhibitor; I = Nrf2 activator
NC(=O)C1CCN(C(=O)/C=C/c2ccccc2[N+](=O)[O-])CC1
  A: -18%; B: -1.1; C: i; D: -6%; E: 0%; F: -35%; G: -1%; H: 0%; I: -0.1%

CCc1ccc(CNC(=O)Cn2nc(C)n3c(cc4cc(C)ccc43)c2=O)cc1
  A: 7%; B: /; C: /; D: 1%; E: 0%; F: 11%; G: 1%; H: /; I: -1.0%

CCCS(=O)(=O)N1CCC(C(=O)NCCCOC)CC1
  A: 0%; B: -4.1; C: i; D: 19%; E: 7%; F: 1%; G: -4%; H: 0%; I: -0.6%

O=C(CN1C(=O)NC2(CCCCCCC2)C1=O)N1CCN(C(=O)c2ccco2)CC1
  A: /; B: -5.2; C: i; D: 9%; E: 4%; F: 1%; G: 3%; H: 2%; I: 0.7%

O=S(=O)(c1ccc(F)cc1)N1CC2CCCN2c2ccc(C(F)(F)F)cc21 (stereo not given)
  A: 1%; B: 0.8; C: i; D: -20%; E: -21%; F: -21%; G: -1%; H: 1%; I: 0.4%

Cc1ccc(C(=O)NNC(=O)Cn2nnc3ccccc32)cc1
  A: 27%; B: 0.4; C: i; D: -2%; E: 10%; F: 11%; G: 1%; H: 0%; I: 1.7%

C=CCn1c(SC)nc2sc3c(c2c1=O)CCc1ccccc1-3
  A: ?; B: -1.1; C: i; D: -4%; E: -14%; F: -2%; G: 6%; H: -2%; I: 14%

CCCc1nn2c(=O)cc(COC(=O)c3ccc(NC(=O)c4cccs4)cc3)nc2s1
  A: /; B: /; C: /; D: -24%; E: 11µM*; F: -23%; G: -12%; H: /; I: 4.5%

O=C(CSCc1ccccc1)N1CCN(c2ccccc2)CC1
  A: 4%; B: -1.8; C: i; D: 1%; E: 1%; F: -7%; G: 2%; H: 1%; I: 0.2%

Cc1cc(C)n(C(=O)C2CCCN2S(=O)(=O)c2ccc(Cl)cc2)n1 (stereo not given)
  A: 8%; B: -2.0; C: i; D: 13%; E: 2%; F: -2%; G: 8%; H: 3%; I: 0.2%

COc1ccc(NC(=O)C(OC(=O)c2cnccn2)c2ccccc2)cc1Cl (stereo not given)
  A: 0%; B: -2.1; C: i; D: 3%; E: -14%; F: -5%; G: 7%; H: -1%; I: 0.1%

O=c1[nH]c2cc(Cl)ccc2n(CCNc2ncc(C(F)(F)F)cc2Cl)c1=O
  A: -6%; B: -67*; C: i; D: -1%; E: -13%; F: 0%; G: 4%; H: 0%; I: 3.9%

O=C1COc2ccc(C(=O)COC(=O)c3ccc(F)cc3Cl)cc2N1
  A: -4%; B: -0.5; C: i; D: -1%; E: 7%; F: 14%; G: -8%; H: -7%; I: 0.0%

COc1ccc(-c2cc(C)no2)cc1S(=O)(=O)Nc1c(C)cc(C)cc1C
  A: 19%; B: /; C: /; D: 1%; E: 0%; F: -22%; G: 6%; H: /; I: 0.4%

Cc1cc(C)n(-c2ccc(C(=O)N3CCN(S(=O)(=O)c4ccc(Br)cc4Cl)CC3)cc2)n1
  A: /; B: -2.1; C: i; D: 5%; E: -16%; F: -12%; G: /; H: /; I: 2.6%

O=c1c([N+](=O)[O-])cn(Cc2ccccc2)c(=O)n1Cc1ccccc1
  A: -12%; B: -0.5; C: i; D: 10%; E: 4%; F: -8%; G: 2%; H: /; I: 3.1%

Cc1nnc(SCC2=C(C(=O)O)N3C(=O)C(NC(=O)Cn4nc(C(F)F)c(Cl)c4C)C3SC2)s1 (stereo not given)
  A: 4%; B: -0.3; C: i; D: -8%; E: -7%; F: -8%; G: 2%; H: 0%; I: 5.0%

Cc1cc2nc(CCN(Cc3cccnc3)C(=S)Nc3ccc(F)cc3)[nH]c2cc1C
  A: 9%; B: -1.6; C: /; D: 21%; E: -19%; F: -41%; G: -12%; H: 0%; I: 0.7%

CCOC(=O)c1sc(C)nc1C1CCN(C(=O)OCC)CC1
  A: -19%; B: -5.3; C: i; D: 1%; E: -22%; F: -8%; G: -6%; H: 2%; I: -0.6%

O=C(OCc1nnc(-c2ccccc2)o1)c1ccc2c(c1)C(=O)N(CCc1ccccc1)C2=O
  A: -1%; B: -0.3; C: i; D: 13%; E: -6%; F: -5%; G: 0%; H: 1%; I: -0.3%

CC(C)(C)OC(=O)N1CCC[C@H]1c1nnc(SCC(=O)Nc2cccc(Cl)c2)o1
  A: -19%; B: -0.4; C: i; D: 19%; E: -21%; F: -3%; G: 1%; H: 1%; I: -1.3%

Cc1csc(SCC(=O)Nc2nccs2)n1
  A: 1%; B: -2.5; C: i; D: 14%; E: -9%; F: 0%; G: -4%; H: 1%; I: 9.1%

CC(NC(=O)c1ccccc1Br)c1nnc(SCC(=O)NC2=NCCS2)n1C (stereo not given)
  A: 2%; B: -1.0; C: i; D: -6%; E: 20%; F: -5%; G: 11%; H: 0%; I: 0.0%

CC[n+]1c(C=C2C=C(C)OC(C)=C2)sc2ccccc21
  A: 0.73µM*; B: -0.4; C: i; D: -21%; E: -25%; F: -26%; G: 2.9µM*; H: 1%; I: 22%

Cc1ccc(S(=O)(=O)Nc2ccc(S(=O)(=O)N3CCOCC3)cc2)cc1[N+](=O)[O-]
  A: -14%; B: -2.1; C: i; D: -16%; E: -6%; F: 8%; G: 2%; H: 1%; I: -0.3%

COc1ccc(CNC(=O)C2Cc3c(-c4ccccc4Oc4ccccc4)ccnc3O2)cc1OC (stereo not given)
  A: /; B: -1.5; C: i; D: -18%; E: ?; F: -11%; G: /; H: /; I: 3.8%

CCc1[nH]nc2c1C(Cc1ccccc1)C(C#N)=C(N)O2 (stereo not given)
  A: 1%; B: -0.6; C: i; D: 1%; E: -16%; F: -2%; G: 1%; H: -2%; I: -0.4%

Cc1ccc([C@H]2C[C@@H](O)[C@H](n3cc(-c4ccc(F)cc4)nn3)CN2C(=O)C2CCCCC2)cc1
  A: /; B: -3.8; C: i; D: -1%; E: 13µM*; F: -32%; G: /; H: /; I: 0.7%

Cc1ccccc1C(=O)NCCc1sc(-c2ccc(Cl)cc2)nc1C
  A: /; B: /; C: /; D: -14%; E: ?; F: -12%; G: -3%; H: /; I: -1.0%

Cc1cc(OCC(=O)OCC(=O)NCCN2C(=O)CSC2=O)ccc1Cl
  A: -2%; B: -0.6; C: i; D: -12%; E: -15%; F: -4%; G: 8%; H: 0%; I: 0.2%

O=c1c2sccc2nc(SCc2cc(=O)n3cc(Cl)ccc3n2)n1Cc1ccccn1
  A: ?; B: -0.1; C: i; D: -16%; E: 4%; F: 8%; G: 0%; H: -6%; I: 0.4%

Fc1ccc(C(c2nnc(-c3ccccc3)o2)N2CCN(c3cccc(Cl)c3)CC2)cc1 (stereo not given)
  A: 20%; B: /; C: /; D: -1%; E: 29%; F: 10%; G: 0%; H: /; I: -0.6%

COc1ccc(CCNS(=O)(=O)c2ccc(N3CCCCS3(=O)=O)cc2)cc1OC
  A: /; B: /; C: /; D: 3%; E: -23%; F: -4%; G: -3%; H: /; I: -0.5%

Cc1cccc(NC(=O)c2nc[nH]c2C(=O)N2CCN(C(=O)OC(C)(C)C)CC2)c1
  A: -15%; B: -6.9; C: i; D: -5%; E: -10%; F: 0%; G: 4%; H: 1%; I: -0.5%

CC(=O)c1ccc(Sc2ccc(C(C)=O)cc2)cc1
  A: 7%; B: -2.0; C: i; D: -11%; E: -2%; F: -13%; G: 12%; H: -14%; I: 5.8%

Cc1nn(CC(=O)N2CCOCC2)c(C)c1[N+](=O)[O-]
  A: 5%; B: 2.8; C: i; D: -1%; E: 9%; F: 9%; G: 3%; H: 0%; I: -0.7%

CC(=O)c1nnn(-c2ccc(F)cc2F)c1C
  A: -15%; B: -1.1; C: i; D: 3%; E: -1%; F: 7%; G: -3%; H: 3%; I: -0.2%

Cc1csc(=O)n1CCC(=O)OCC(=O)NNC(=O)c1ccc(Br)cc1
  A: -3%; B: -2.0; C: i; D: 6%; E: -6%; F: 0%; G: 2%; H: 0%; I: 2.1%

Cc1c(NC(=O)CSc2nnc(-c3ccco3)n2-c2ccccc2)c(=O)n(-c2ccccc2)n1C
  A: 10%; B: -1.2; C: i; D: 3%; E: -4%; F: -11%; G: 0%; H: -1%; I: -0.8%

CCc1ccc(Cn2nnc(C(=O)Nc3ccc(OC)cc3OC)c2N)cc1
  A: 3%; B: -1.1; C: i; D: -15%; E: -12%; F: -19%; G: 1%; H: 0%; I: -0.2%

O=C(NCC(=O)N(c1ccccc1)C(C(=O)NCC1CCCO1)c1ccccc1)c1cccs1 (stereo not given)
  A: -19%; B: 2.0; C: i; D: 0%; E: 1%; F: -15%; G: 0%; H: 2%; I: -1.9%

# Complete entries from above. Order of screens: Nrf2 block | CCT chaperon mod | Akt phos inh | Abeta rescue | TGFb inhibitor | HepG2 tox | A549 tox | Mm-Cpn inhibitor | Nrf2 activator
# Entry for O=c1c2sccc2nc(SCc2cc(=O)n3cc(Cl)ccc3n2)n1Cc1ccccn1 : ? | -0.1 | i | -16% | 4% | 8% | 0% | -6% | 0.4%
# Entry for CCc1ccc(Cn2nnc(C(=O)Nc3ccc(OC)cc3OC)c2N)cc1 : 3% | -1.1 | i | -15% | -12% | -19% | 1% | 0% | -0.2%
# Entry for CC(=O)c1nnn(-c2ccc(F)cc2F)c1C : -15% | -1.1 | i | 3% | -1% | 7% | -3% | 3% | -0.2%
